PrPC TRFRET: reduces human prion protein on the cell surface; cell surface PrPC, TR-FRET read-out; inhibition, % at 13.8 µM; 370,000 tested, 0.43% active; AID 720596; in the data active means inhibition above about 24%; further: 0% = median of the test wells and 100% = reference compound wells
FBA Mtb inh: inhibits M. tuberculosis FBA enzyme | P9WQA3 | purified M. tuberculosis FBA, fluorescence read-out | inhibition, % at 1 µM | 360,000 tested, 2.3% active; in the data active means inhibition above about 27%;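 further: 0% = vehicle and 100% = reference inhibitor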
Target sequence (P9WQA3 whole entry, looked up): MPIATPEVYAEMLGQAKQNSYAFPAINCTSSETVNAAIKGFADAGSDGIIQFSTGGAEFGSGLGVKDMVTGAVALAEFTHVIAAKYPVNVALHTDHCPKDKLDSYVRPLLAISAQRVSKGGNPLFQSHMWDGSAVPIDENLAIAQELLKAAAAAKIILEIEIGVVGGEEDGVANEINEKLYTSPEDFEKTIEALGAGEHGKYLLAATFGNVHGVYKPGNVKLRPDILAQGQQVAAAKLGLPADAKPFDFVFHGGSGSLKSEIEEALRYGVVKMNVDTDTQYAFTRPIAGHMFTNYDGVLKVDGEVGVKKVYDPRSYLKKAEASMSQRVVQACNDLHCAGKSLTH
Rv3671c inh: inhibitors of M. tuberculosis serine protease Rv3671c; inhibition, % at 5.96 µM; 320,000 tested, 0.048% active; P9WHR9; in the data active means inhibition above about 38%;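 further: extracellular domain of Rv3671c used as enzyme; 0% = enzyme with DMSO and 100% = no enzyme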
Target sequence (P9WHR9 whole entry, looked up, the tested form may be a part): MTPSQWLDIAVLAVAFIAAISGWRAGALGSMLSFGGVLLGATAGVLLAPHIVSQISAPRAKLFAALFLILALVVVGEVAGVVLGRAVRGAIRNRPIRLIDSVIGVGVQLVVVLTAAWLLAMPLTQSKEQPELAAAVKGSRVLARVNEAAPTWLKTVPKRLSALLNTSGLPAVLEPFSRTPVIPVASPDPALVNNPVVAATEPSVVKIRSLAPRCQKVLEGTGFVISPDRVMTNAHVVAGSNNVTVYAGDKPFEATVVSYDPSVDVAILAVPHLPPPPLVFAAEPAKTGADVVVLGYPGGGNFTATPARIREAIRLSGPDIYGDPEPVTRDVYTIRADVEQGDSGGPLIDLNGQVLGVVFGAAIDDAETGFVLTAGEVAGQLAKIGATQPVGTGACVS
FadD28 FP inh: inhibitors of Mycobacterium tuberculosis FadD28 bisubstrate binding. FadD28 bisubstrate probe binding, fluorescence polarization. inhibition, % at 12.5 µM. 360,000 tested, 0.22% active. AID 588549; in the data active means inhibition above about 8.5%, passing the limit was not always enough; inconclusive means no clear call, values can overlap the other calls
UGM FP inh: Mtb UDP-galactopyranose mutase inhibition | purified UGM, fluorescence polarization probe displacement | inhibition, % at 10 µM | 320,000 tested, 0.06% active | AID 504406; in the data active means inhibition above about 10%, passing the limit was not always enough; inconclusive means no clear call, values can overlap the other calls
BoNT F protease: blocks Botulinum neurotoxin F light chain protease; Multiplex microsphere protease cleavage assay, flow cytometry; inhibition, % at 10 µM; 360,000 tested, 0.22% active; in the data active means inhibition above about 35%, passing the limit was not always enough; inconclusive means no clear call, values can overlap the other calls; further: plate controls were buffer without enzyme for full effect and enzyme alone for no effect
Mtb BioA inh: inhibitors of Mycobacterium tuberculosis BioA enzyme. purified M. tuberculosis BioA enzyme, plate reader. inhibition, % at 9.99 µM. 360,000 tested, 0.096% active. AID 602481; in the data active means inhibition above about 40%; inconclusive means no clear call, values can overlap the other calls
GDH-TPI inh: counter-screen for M. tuberculosis FBA inhibitors: GDH-TPI coupled enzymes; inhibition, % at 4.8 µM; AID 588335; GDH-TPI coupled enzyme counterscreen, NADH absorbance; 360,000 tested, 1.2% active; in the data active means inhibition above about 30%;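 further: 0% = DMSO wells and 100% = wells lacking the enzyme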
MazEF act: MazEF (E. coli) toxin RNase activation; P0AE70; 350,000 tested, 0.32% active; AID 504720; FAM/BHQ RNA-DNA oligo cleavage fluorescence, 5 h; activation, % at 20 µM; in the data active means activation above about 50%
Target sequence (P0AE70 whole entry, looked up): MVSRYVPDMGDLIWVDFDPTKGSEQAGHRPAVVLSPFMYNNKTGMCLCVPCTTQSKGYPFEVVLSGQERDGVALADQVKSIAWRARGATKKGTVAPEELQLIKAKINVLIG
Starred values were filed as active, the others as inactive; ? = inconclusive; / = not tested or not shown; & = joins results of further samples.

SMILES	PrPC TRFRET	FBA Mtb inh	Rv3671c inh	FadD28 FP inh	UGM FP inh	BoNT F protease	Mtb BioA inh	GDH-TPI inh	MazEF act
Cc1cc2cc(CNC(=O)c3ccc4c(c3)OCO4)ccc2n1C	53*	-1	-5	-2.5	3.1	-86	-0.8	-1	13
Cc1c(-c2ccccc2)nc2ccccc2c1C(=O)Oc1ccc([N+](=O)[O-])cc1	-1	0	-5	-2.9	0.4	23	0.5	13	7
O=C(CCC(=O)c1ccc(F)cc1)Nc1cccc(C(F)(F)F)c1	7	-2	2	-2.6	-2.5	-4	/	2	1
CC(C)Oc1ccc(C(=O)Nc2ncn[nH]2)cc1	-5	3	12	0.1	1.3	-15	-3.7	6	2
CS(=O)(=O)N1CCC(C(=O)N2CCN(c3cccc(Cl)c3)CC2)CC1	3	5	-4	0.7	2.9	-10	11	4	14
Cc1cc(C(=O)N2CCCC(N3CCN(c4cccc(C(F)(F)F)c4)CC3)C2)n[nH]1 (stereo unspecified)	-6	1	-8	-3.2	1.9	-12	0.9	-3	5
COc1ccc2nc(N3CCOCC3)cc(C)c2c1	-3	85*	1	-1.1	0.2	-7	0.1	15	4
N#CC1=C(N)NC(SCc2ccc(Br)cc2)=C(C#N)C12CCCCC2	9	-3	-12	-32	-0.4	-10	27	-1	8
O=C(Oc1ccccc1Cl)C1CCN(C(=O)c2ccc(F)cc2)CC1	-1	0	-1	-2.8	3.8	-9	3.4	0	5
C/C=C/c1ccc(OCC(O)CNCCc2ccc(OC)cc2)c(OC)c1 (stereo unspecified)	-12	2	8	/	-3.0	-28	0.1	4	8
CN1CCN(C2CC(=O)N(CCc3ccccc3)C2=O)CC1 (stereo unspecified)	-5	0	-6	-1.2	-0.6	14	-2.4	-6	0
CCn1nc(NC(=O)c2cccs2)c2cc3ccccc3nc21	-36	7	-9	-4.7	1.1	-1	/	2	-2
O=C(CSc1nc2ccccc2s1)NC1CCCC1	1	0	-4	-1.3	-0.4	-7	/	-3	11
CC(=O)Nc1ccc(S(=O)(=O)NNC(=O)c2cccc3ccccc23)cc1	1	8	-8	-2.0	4.7	13	7.1	11	4
Cc1ccc2c(O)c(C)c(=O)[nH]c2n1	-1	-4	17	0.5	-1.5	0	3.9	7	6

Reformatted field by field: part of the list above.
O=C(CCC(=O)c1ccc(F)cc1)Nc1cccc(C(F)(F)F)c1
  PrPC TRFRET: 7 | FBA Mtb inh: -2 | Rv3671c inh: 2 | FadD28 FP inh: -2.6 | UGM FP inh: -2.5 | BoNT F protease: -4 | Mtb BioA inh: / | GDH-TPI inh: 2 | MazEF act: 1
CC(C)Oc1ccc(C(=O)Nc2ncn[nH]2)cc1
  PrPC TRFRET: -5 | FBA Mtb inh: 3 | Rv3671c inh: 12 | FadD28 FP inh: 0.1 | UGM FP inh: 1.3 | BoNT F protease: -15 | Mtb BioA inh: -3.7 | GDH-TPI inh: 6 | MazEF act: 2

Continued.
SMILES	PrPC TRFRET	FBA Mtb inh	Rv3671c inh	FadD28 FP inh	UGM FP inh	BoNT F protease	Mtb BioA inh	GDH-TPI inh	MazEF act
Cc1ccc(C(=O)N2CCCC2)cc1S(=O)(=O)N1CCCCC1	-6	1	1	0.1	2.4	-11	-0.1	4	0
COc1ccc(C(=O)O/N=C(\N)c2ccccn2)cc1	1	4	-3	-1.4	2.6	5	-0.3	0	2
O=C1C=C(c2ccc3c(c2)oc2ccccc23)C[C@@H](c2ccc(Cl)cc2)C1	5	1	0	-3.9	-1.4	2	-0.4	-12	0
Cc1ccccc1Oc1ccccc1N	-8	1	4	0.7	-0.6	-4	/	0	-2
c1ccc(CCc2cn(C[C@H]3CC[C@@H]([C@@H]4CC[C@H](Cn5cc(CCc6ccccc6)nn5)O4)O3)nn2)cc1	5	5	-14	-1.9	2.2	-1	-2.9	2	9
CC(C)NC(=O)NS(=O)(=O)c1cnccc1N1CCCCC1	-4	1	-10	-4.0	0.3	-9	-3.4	-2	6
CCN=C(Nc1cccc(F)c1)SC1CC(=O)N(c2ccc(OC)cc2)C1=O (stereo unspecified)	8	-4	-3	-1.3	0.9	-4	-0.3	6	7
COc1ccc(/C=C/c2nnc(NC(=O)C(C)C)s2)cc1	-7	8	1	0.2	0.6	?	0.7	28	-11
O=C(O)c1cc(S(=O)(=O)Nc2cc(Cl)ccc2Oc2ccccc2)ccc1O	2	3	-28	-7.5	/	-16	2.6	3	-13
N#Cc1ccc(NC(=O)CCc2nc3ccccc3s2)cc1	5	-1	-7	-3.2	0.7	0	-1.9	5	29
COc1cc(CNCc2ccc(SC)cc2)cc(OC)c1	1	-2	2	-3.1	1.7	-5	/	4	1
O=C1[C@@H]2CSCN2C(=O)CN1Cc1cccc(C(F)(F)F)c1	15	1	-1	-0.4	1.4	?	/	6	8
CC1CCN(CCNC(=O)C2CCCN(S(=O)(=O)c3cccc4nsnc34)C2)CC1 (stereo unspecified)	-34	1	-3	-0.5	-0.3	-3	-1.8	20	0
Cc1ccc(-n2nnnc2SCC(=O)Nc2cccc(NC(=O)c3ccco3)c2)cc1C	7	-1	-17	-3.2	0.9	17	0.7	5	11
COC(=O)C1CCCCN1C(=O)c1ccc2oc(C(C)C)nc2c1 (stereo unspecified)	-6	0	-8	-1.6	0.9	11	0.5	3	2
Cc1c(C)c2ccc(OS(C)(=O)=O)cc2oc1=O	6	20	4	-3.1	1.6	-5	/	-5	-9
Cc1cccc(OC(=O)c2cccnc2)c1	/	0	4	-3.3	0.0	?	-0.2	6	3
CS(=O)(=O)c1ccc(Cl)c(NC(=O)COC(=O)CCCN2C(=O)c3cccc4cccc(c34)C2=O)c1	-4	3	13	3.9	-1.2	/	-0.7	-5	21
O=C(CCNS(=O)(=O)c1ccc(Br)cc1)NCc1cccs1	0	-2	0	-1.5	0.7	-4	/	-1	2
Cc1c(N2C(=O)CSC23C(=O)Nc2ccccc23)c(=O)n(-c2ccccc2)n1C (stereo unspecified)	1	0	3	-3.8	0.8	-3	0.6	-3	4
Cc1ccccc1N1CCN(C2CCCN(C(=O)c3cc(C(C)C)[nH]n3)C2)CC1 (stereo unspecified)	-5	4	-1	-0.6	-2.1	-12	-1.9	3	-5
c1ccc(Sc2ncnc3ccccc23)cc1	-2	3	0	-0.5	1.6	?	-1.0	7	4
O=S1(=O)C=CC(Sc2nc3ccccc3[nH]2)C1 (stereo unspecified)	-4	9	-5	0.6	3.7	8	-0.8	5	6
O=C(Nc1ccc(F)c(F)c1)c1oc2ccccc2c1NC(=O)C1CCCO1 (stereo unspecified)	2	2	-10	-0.5	0.2	-5	/	1	12
CN(C)CCCNc1oc(-c2ccc(Cl)cc2)nc1C#N	-3	173*	3	-1.2	-0.8	-2	0.2	17	3
CC1(c2ccc(Cl)cc2Cl)NC(=O)N(CC(=O)Nc2ccc3[nH]c(=O)[nH]c3c2)C1=O (stereo unspecified)	1	3	7	-4.3	-3.2	/	/	-2	-24
CC1Cc2ccccc2N1C(=O)c1ccc2c(c1)OCO2 (stereo unspecified)	-1	10	1	-1.2	-2.4	15	-5.5	4	-4
Cc1[nH]c(=O)[nH]c(=O)c1S(=O)(=O)NCCOC12CC3CC(CC(C3)C1)C2	-1	1	3	-3.1	3.1	-3	-1.1	-3	3
CN1CCN(C(=O)c2ccc(N(Cc3ccc(Cl)cc3)S(C)(=O)=O)cc2)CC1	1	1	5	0.2	-2.0	7	-0.9	6	-7
NC(=O)CSc1nnc(NC(=O)c2ccc(Br)o2)s1	-3	-1	9	-3.8	-0.6	-4	-1.0	33*	-1
C[C@@H]1CN([C@H](C)CO)C(=O)CCCn2nncc2CO[C@@H]1CN(C)S(=O)(=O)c1cccc(C#N)c1	8	3	/	1.6	/	-1	-2.3&-5.5	8	1
CCn1c(/C=C/c2ccccc2F)nc2ccccc2c1=O	-6	-1	/	1.9	1.1	?	5.2	21	1
Cc1cnn(-c2ccc3nnc(-c4ccc(Br)cc4)n3n2)c1	-2	-6	3	-1.1	0.5	-11	1.1	3	-23
Cc1ccc(C(=O)Nc2ccncc2)cc1[N+](=O)[O-]	-15	1	5	-3.8	1.3	7	21	3	0
COc1ccc(CCNC(=O)C(=O)NCc2ccc(C)cc2)cc1OC	/	1	1	-0.4	3.7	3	-0.8	15	3
COc1ccc(CNc2nc(NCc3ccc(OC)cc3)n(C(=O)c3ccncc3)n2)cc1	-3	0	9	-0.7	3.5	3	/	4	0
NC(=O)c1nsc(C(=O)N(Cc2ccco2)C(C(=O)NCc2ccc(F)cc2)c2ccc(O)cc2)c1N (stereo unspecified)	-5	5	10	-0.3	1.2	0	1.0	7	-6
Cc1ccc(NC(=O)[C@@H]2CCC(=O)N2C2OC(=O)c3ccccc32)cc1Cl (stereo partly specified)	-1	-1	4	0.1	2.5	1	-1.9	4	8
CCC(=O)c1ccc(OCCn2cnc3ccccc32)cc1	13	2	-4	-3.1	-1.4	-4	/	-4	11
Cc1cc(C)nc(NC(=NCCc2c[nH]c3ccccc23)NC(=O)C(C)(C)C)n1	7	-6	-2	-3.2	-0.5	?	-0.8	-4	0
Cc1ccc(N2CC(C(=O)Nc3cc(C)on3)CC2=O)cc1 (stereo unspecified)	-3	1	1	-2.6	1.4	2	3.7	-8	0
COC(=O)C1C2CC(=O)C(C2)C1C(=O)OC (stereo unspecified)	-4	2	/	-2.0	/	-21	/	0	0

Gathered by group, the entries above containing an NH in an aromatic ring.
SMILES	PrPC TRFRET	FBA Mtb inh	Rv3671c inh	FadD28 FP inh	UGM FP inh	BoNT F protease	Mtb BioA inh	GDH-TPI inh	MazEF act
CC(C)Oc1ccc(C(=O)Nc2ncn[nH]2)cc1	-5	3	12	0.1	1.3	-15	-3.7	6	2
Cc1cc(C(=O)N2CCCC(N3CCN(c4cccc(C(F)(F)F)c4)CC3)C2)n[nH]1 (stereo unspecified)	-6	1	-8	-3.2	1.9	-12	0.9	-3	5
Cc1ccc2c(O)c(C)c(=O)[nH]c2n1	-1	-4	17	0.5	-1.5	0	3.9	7	6
Cc1ccccc1N1CCN(C2CCCN(C(=O)c3cc(C(C)C)[nH]n3)C2)CC1 (stereo unspecified)	-5	4	-1	-0.6	-2.1	-12	-1.9	3	-5
O=S1(=O)C=CC(Sc2nc3ccccc3[nH]2)C1 (stereo unspecified)	-4	9	-5	0.6	3.7	8	-0.8	5	6
CC1(c2ccc(Cl)cc2Cl)NC(=O)N(CC(=O)Nc2ccc3[nH]c(=O)[nH]c3c2)C1=O (stereo unspecified)	1	3	7	-4.3	-3.2	/	/	-2	-24
Cc1[nH]c(=O)[nH]c(=O)c1S(=O)(=O)NCCOC12CC3CC(CC(C3)C1)C2	-1	1	3	-3.1	3.1	-3	-1.1	-3	3
Cc1cc(C)nc(NC(=NCCc2c[nH]c3ccccc23)NC(=O)C(C)(C)C)n1	7	-6	-2	-3.2	-0.5	?	-0.8	-4	0
